PfHsp40 yeast = restores yeast growth despite PfHsp40 toxicity; actives 0.68% (n = 340,000); AID 504582; S. cerevisiae expressing PfHsp40, growth rescue, ATP luminescence; growth rescue, % at 12.5 µM; in the data active means growth rescue above about 28%, passing the limit was not always enough; inconclusive means no clear call, values can overlap the other calls;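 further: yeast W303a lacking pdr1 and pdr3 grown in galactose medium; growth measured after three days at 30 °C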
GDH-TPI inh = GDH-TPI coupled enzyme inhibition counter-screen. GDH-TPI coupled enzyme counterscreen, NADH absorbance. inhibition, % at 4.8 µM. AID 588335. actives 1.2% (n = 360,000); in the data active means inhibition above about 30%;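 further: 0% = DMSO wells and 100% = wells lacking the enzyme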
TcdB GH inh = blocks C. difficile toxin B glycohydrolase activity. inhibition, % at 9.99 µM. actives 0.24% (n = 350,000). AID 652162. P18177. TcdB glycohydrolase enzymatic assay, plate reader; in the data active means inhibition above about 10%
FadD28 FP inh = blocks FadD28 binding to the bisubstrate probe; AID 588549; actives 0.22% (n = 360,000); fluorescence polarization; inhibition, % at 12.5 µM; in the data active means inhibition above about 8.5%, passing the limit was not always enough; inconclusive means no clear call, values can overlap the other calls
Mtb UGM inh = Mtb UDP-galactopyranose mutase inhibition; inhibition, % at 10 µM; purified UGM, fluorescence polarization probe displacement; P9WIQ1; AID 504406; actives 0.06% (n = 320,000); in the data active means inhibition above about 10%, passing the limit was not always enough; inconclusive means no clear call, values can overlap the other calls
Target sequence (P9WIQ1 whole entry, looked up): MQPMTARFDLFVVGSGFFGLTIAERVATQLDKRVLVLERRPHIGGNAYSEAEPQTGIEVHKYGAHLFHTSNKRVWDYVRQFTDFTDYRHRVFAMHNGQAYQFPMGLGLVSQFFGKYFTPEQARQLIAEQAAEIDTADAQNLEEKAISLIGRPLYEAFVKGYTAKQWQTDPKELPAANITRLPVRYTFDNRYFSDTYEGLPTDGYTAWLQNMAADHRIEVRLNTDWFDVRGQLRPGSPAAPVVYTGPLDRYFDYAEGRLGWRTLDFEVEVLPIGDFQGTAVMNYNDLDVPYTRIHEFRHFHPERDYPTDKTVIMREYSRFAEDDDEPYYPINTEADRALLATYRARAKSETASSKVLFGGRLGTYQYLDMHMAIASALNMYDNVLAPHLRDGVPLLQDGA
Mtb BioA inh = inhibitors of Mycobacterium tuberculosis BioA enzyme; purified M. tuberculosis BioA enzyme, plate reader; inhibition, % at 9.99 µM; actives 0.096% (n = 360,000); AID 602481; in the data active means inhibition above about 40%; inconclusive means no clear call, values can overlap the other calls
FBA Mtb inh = inhibitors of M. tuberculosis fructose-bisphosphate aldolase. purified M. tuberculosis FBA, fluorescence read-out. inhibition, % at 1 µM. actives 2.3% (n = 360,000). AID 588726; in the data active means inhibition above about 27%;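 further: 0% = vehicle and 100% = reference inhibitor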
Target sequence (P9WQA3 whole entry, looked up): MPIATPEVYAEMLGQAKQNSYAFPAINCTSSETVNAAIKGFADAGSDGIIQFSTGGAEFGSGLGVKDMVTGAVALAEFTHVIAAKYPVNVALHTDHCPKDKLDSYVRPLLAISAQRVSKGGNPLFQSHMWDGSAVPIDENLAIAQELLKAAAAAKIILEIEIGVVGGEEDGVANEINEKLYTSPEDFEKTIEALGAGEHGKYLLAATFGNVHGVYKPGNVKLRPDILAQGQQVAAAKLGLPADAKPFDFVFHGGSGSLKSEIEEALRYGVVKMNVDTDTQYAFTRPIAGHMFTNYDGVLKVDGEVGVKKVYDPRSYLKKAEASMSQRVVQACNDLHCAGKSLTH
BH1578 lux ind = inducers of Vibrio cholerae quorum light production without autoinducers | V. cholerae BH1578 lux reporter, luminescence, 6 h | activation, % at 18.7 µM | actives 0.16% (n = 350,000); in the data active means activation mostly above about 9.7%, no sharp cut-off; inconclusive means no clear call, values can overlap the other calls; inactive means mostly below about 3.7%; further: not every result past the cut was called active; inactives centre near 0; reference of the scale not given here
Y pestis TopoI = blocks Yersinia pestis topoisomerase I activity | Y. pestis Topo-I cleavage product accumulation, plate reader | activity, % at 10 µM | actives 0.064% (n = 360,000) | AID 504884; in the data active means activity above about 50%, passing the limit was not always enough; inconclusive means no clear call, values can overlap the other calls; further: inactives centre near 2
Numbers without * were called inactive; i = inactive; ? = inconclusive; . = not tested or not shown. Compounds as they come (roughly 4.6% active in at least one column).

Start of the data: the first 12 entries, ahead of the listing:
nr	compound	Mtb UGM inh	Y pestis TopoI	BH1578 lux ind	FadD28 FP inh	GDH-TPI inh
1	CC(C)(C)CC(C)(C)NC(=O)Nc1cccc([N+](=O)[O-])c1	-0.1	-10.9	i	-4.9	-15.6
2	Nc1ccc(S(=O)(=O)Nc2nc(-c3ccccc3)cc(-c3ccccc3O)n2)cc1	.	6.2	i	-2.1	21.8
3	Cc1ccccc1OCc1nc(-c2ccc(NC(=O)c3ccco3)cc2)no1	0.5	4.6	0.6	-2.3	2.2
4	COc1ccc(Cc2nc(C(=O)NCc3ccccc3OC)cs2)cc1	3.6	4.0	-2.2	-1.0	7.6
5	C=CCn1c(SCC(=O)N2CCN(C(=O)OCC)CC2)nc2c([nH]c3ccccc32)c1=O	.	23.0	-0.8	-1.9	8.0
6	O=[N+]([O-])c1cccc(Cl)c1NCCNS(=O)(=O)c1ccccc1	2.3	-0.1	3.7	-1.9	0.0
7	CC(C)(C)C(=O)Nc1cc(S(=O)(=O)Nc2ccc(Cl)cc2)ccc1O	0.8	-0.5	-0.4	0.9	-1.6
8	C=C(C)C(O)CC/C(C)=C/Cc1c(O)ccc(C(=O)/C=C/c2ccc(O)cc2)c1O (configuration not stated)	.	-3.9	-0.4	-1.9	17.6
9	Cc1ccc(C(=O)Cc2ccccc2)o1	-3.5	6.5	i	-0.8	-6.0
10	CCOc1ccc(N2C(=O)CS/C2=C(\C(Cl)=C(Cl)Cl)[N+](=O)[O-])cc1	0.0	-16.0	i	-3.7	-0.4
11	COc1ccc(C23NCCN2C(=O)c2ccccc23)cc1 (configuration not stated)	-2.1	4.3	-0.4	-1.3	-7.1
12	O=C(N1CCOCC1)n1nnc2ccccc21	-1.3	7.2	4.2	-1.2	-2.9

nr	PfHsp40 yeast	FBA Mtb inh	TcdB GH inh	Mtb BioA inh
1	2.0	-2.5	0.7	0.6
2	.	-4.0	0.6	.
3	6.0	1.1	.	2.9
4	-0.4	2.2	.	-1.1
5	.	-1.4	-2.3	-1.1
6	-0.6	-2.4	.	-0.7
7	0.1	0.1	4.6	.
8	?	0.2	0.5	0.1
9	-0.5	0.1	1.2	-5.2
10	1.7	-7.1	.	-2.7
11	0.2	3.0	1.2	1.0
12	-1.4	2.4	.	-1.5

The whole of this part, from the start:
nr	compound	Mtb UGM inh	Y pestis TopoI	BH1578 lux ind	FadD28 FP inh	GDH-TPI inh
1	CC(C)(C)CC(C)(C)NC(=O)Nc1cccc([N+](=O)[O-])c1	-0.1	-10.9	i	-4.9	-15.6
2	Nc1ccc(S(=O)(=O)Nc2nc(-c3ccccc3)cc(-c3ccccc3O)n2)cc1	.	6.2	i	-2.1	21.8
3	Cc1ccccc1OCc1nc(-c2ccc(NC(=O)c3ccco3)cc2)no1	0.5	4.6	0.6	-2.3	2.2
4	COc1ccc(Cc2nc(C(=O)NCc3ccccc3OC)cs2)cc1	3.6	4.0	-2.2	-1.0	7.6
5	C=CCn1c(SCC(=O)N2CCN(C(=O)OCC)CC2)nc2c([nH]c3ccccc32)c1=O	.	23.0	-0.8	-1.9	8.0
6	O=[N+]([O-])c1cccc(Cl)c1NCCNS(=O)(=O)c1ccccc1	2.3	-0.1	3.7	-1.9	0.0
7	CC(C)(C)C(=O)Nc1cc(S(=O)(=O)Nc2ccc(Cl)cc2)ccc1O	0.8	-0.5	-0.4	0.9	-1.6
8	C=C(C)C(O)CC/C(C)=C/Cc1c(O)ccc(C(=O)/C=C/c2ccc(O)cc2)c1O (configuration not stated)	.	-3.9	-0.4	-1.9	17.6
9	Cc1ccc(C(=O)Cc2ccccc2)o1	-3.5	6.5	i	-0.8	-6.0
10	CCOc1ccc(N2C(=O)CS/C2=C(\C(Cl)=C(Cl)Cl)[N+](=O)[O-])cc1	0.0	-16.0	i	-3.7	-0.4
11	COc1ccc(C23NCCN2C(=O)c2ccccc23)cc1 (configuration not stated)	-2.1	4.3	-0.4	-1.3	-7.1
12	O=C(N1CCOCC1)n1nnc2ccccc21	-1.3	7.2	4.2	-1.2	-2.9

nr	PfHsp40 yeast	FBA Mtb inh	TcdB GH inh	Mtb BioA inh
1	2.0	-2.5	0.7	0.6
2	.	-4.0	0.6	.
3	6.0	1.1	.	2.9
4	-0.4	2.2	.	-1.1
5	.	-1.4	-2.3	-1.1
6	-0.6	-2.4	.	-0.7
7	0.1	0.1	4.6	.
8	?	0.2	0.5	0.1
9	-0.5	0.1	1.2	-5.2
10	1.7	-7.1	.	-2.7
11	0.2	3.0	1.2	1.0
12	-1.4	2.4	.	-1.5

(listing goes on)
nr	compound	Mtb UGM inh	Y pestis TopoI	BH1578 lux ind	FadD28 FP inh	GDH-TPI inh
13	CCO[C@H]1OC(C(=O)NC2CC2)=C[C@@H](c2c[nH]c3ccccc23)[C@@H]1CCCO	-0.4	-3.3	-3.7	-4.1	5.8
14	CCn1c(SCc2ccccc2)nnc1-c1cccs1	-0.1	2.5	6.7	-2.1	11.9
15	CCn1cc(C(=O)NC(C)CCc2ccccc2)c(=O)c2cc(S(=O)(=O)N(C)C)ccc21 (configuration not stated)	-1.5	-4.0	i	-0.3	25.0
16	CCOC(=O)Cc1csc(NC(=O)CSc2nnnn2-c2ccc(CC)cc2)n1	-0.7	7.6	.	-2.3	3.1
17	O=C(CNC(=O)c1ccco1)OCC(=O)c1ccc(Cl)cc1	-2.7	-3.8	-0.3	-1.1	3.9
18	CCN1CCN(C(=O)CCc2nc3ccccc3c(=O)[nH]2)CC1	1.3	-0.6	i	-1.5	7.6
19	COc1ccccc1S(=O)(=O)c1c(C)cc(C)[nH]c1=O	-1.0	0.4	-0.6	0.1	5.6
20	CN(C(=O)c1cc([N+](=O)[O-])ccc1N1CCCC1)C1CCCCC1	0.2	9.8	i	-1.8	7.0
21	O=C(Cc1n[nH]c(=O)c2ccccc12)OCC(=O)c1ccccc1Cl	0.5	6.0	i	-0.9	1.4
22	CC(C)(C)c1ccc(NC(=O)Cn2cnc3cc([N+](=O)[O-])ccc3c2=O)cc1	-1.1	-17.0	i	1.7	4.4
23	Cn1c(=O)oc2cc(S(=O)(=O)Nc3ccc(O)cc3)ccc21	1.8	-1.2	0.3	-2.0	3.2
24	CCOc1ccc(C(=O)Nc2ccc(N3CCN(S(C)(=O)=O)CC3)cc2)cc1[N+](=O)[O-]	1.1	-1.9	-0.4	0.1	6.4

nr	PfHsp40 yeast	FBA Mtb inh	TcdB GH inh	Mtb BioA inh
13	-1.4	-1.8	0.8	-1.4
14	-0.4	0.5	.	3.0
15	-1.1	4.8	-5.9	3.2
16	6.7	1.6	.	-1.0
17	-1.9	2.9	0.6	-1.3
18	-0.8	0.4	.	-1.1
19	-0.2	3.0	-0.1	0.4
20	0.9	-12.1	1.3	0.7
21	-0.6	-1.0	-1.0	-0.1
22	0.2	0.1	1.7	.
23	-2.0	0.2	5.0	7.4
24	-0.1	1.4	1.0	.

Remaining list, next part.
nr	compound	Mtb UGM inh	Y pestis TopoI	BH1578 lux ind	FadD28 FP inh	GDH-TPI inh
25	COc1ccc(CCNC(=O)C2CC(=O)N(C3CCCCC3)C2)cc1OC (configuration not stated)	0.4	-4.1	-0.5	-0.5	11.8
26	CCOC(=O)C(NCc1ccccc1)(NC(=O)c1ccccc1)C(F)(F)F (configuration not stated)	-1.8	-3.2	6.2	-1.2	2.2
27	COC(=O)Cc1c(O)ccn(CCc2c[nH]c3ccc(OC)cc23)c1=O	0.7	1.0	i	-2.8	3.1
28	CN1C(=O)C(O)(c2sc(N)nc2-c2ccccc2)c2ccccc21 (configuration not stated)	0.6	-9.0	i	-3.7	8.7
29	COc1ccc(/C=C/C(=O)OCC(=O)NCC2CCCO2)cc1 (configuration not stated)	2.9	-7.4	-0.3	-1.2	15.1
30	C#CCNC(=O)c1cc2sccc2n1C	2.3	-1.4	i	-1.1	-1.9
31	S=C(Nc1ccccc1)N1CCN(Cc2ccccc2)CC1	2.1	2.8	-0.3	-1.6	8.8
32	O=C(O)CC1S/C(=N\N=C2\C(=O)Nc3ccccc32)N(c2ccc(O)cc2)C1=O (configuration not stated)	0.8	-1.7	-0.8	-0.9	18.4
33	CCOC(=O)N1CCN(C(=O)CSc2ncnc3sccc23)CC1	.	7.7	-0.7	-0.9	6.6
34	CC#CC(=O)N1CCC(Oc2cccc(C(=O)NCc3ccccn3)c2)CC1	0.8	-1.4	i	-2.9	-6.2
35	C[C@H]([C@@H](N)C(=O)N[C@@H](C(=O)O)[C@@H]1O[C@H](n2ccc(=O)[nH]c2=O)[C@@H](O)[C@H]1O)[C@@H](O)c1ccc(O)cn1	0.9	4.8	-0.3	-1.9	9.8
36	O=C(COC(=O)CCc1nc2ccccc2c(=O)[nH]1)Nc1ccc(OC(F)(F)F)cc1	2.3	-9.9	i	.	-2.1

nr	PfHsp40 yeast	FBA Mtb inh	TcdB GH inh	Mtb BioA inh
25	0.1	3.5	1.8	-2.0
26	0.0	-3.4	.	-1.5
27	-1.4	-1.4	0.9	-2.7
28	1.0	-3.9	2.0	-0.1
29	1.4	1.2	2.1	.
30	-1.0	-1.8	-0.5	.
31	-0.1	1.0	0.0	7.0
32	-1.7	-6.7	-0.3	.
33	1.8	0.7	1.2	0.5
34	1.4	-2.9	1.1	2.5
35	?	-2.8	-1.0	-1.7
36	-0.1	-2.3	3.1	-0.4

Part of the list above, bar-delimited:
entry | Structure | Mtb UGM inh | Y pestis TopoI | BH1578 lux ind | FadD28 FP inh | GDH-TPI inh | PfHsp40 yeast | FBA Mtb inh | TcdB GH inh | Mtb BioA inh
34 | CC#CC(=O)N1CCC(Oc2cccc(C(=O)NCc3ccccn3)c2)CC1 | 0.8 | -1.4 | i | -2.9 | -6.2 | 1.4 | -2.9 | 1.1 | 2.5
35 | C[C@H]([C@@H](N)C(=O)N[C@@H](C(=O)O)[C@@H]1O[C@H](n2ccc(=O)[nH]c2=O)[C@@H](O)[C@H]1O)[C@@H](O)c1ccc(O)cn1 | 0.9 | 4.8 | -0.3 | -1.9 | 9.8 | ? | -2.8 | -1.0 | -1.7

(cont.)
nr	compound	Mtb UGM inh	Y pestis TopoI	BH1578 lux ind	FadD28 FP inh	GDH-TPI inh
37	Cc1nc(SCc2nc3ccccc3[nH]2)c2oc3cc(Br)ccc3c2n1	1.1	-5.1	-1.4	-0.8	9.2
38	CC1CCN(Cc2nnnn2CCCC(=O)NCC(C)(C)N2CCOCC2)CC1	-1.5	1.1	-0.1	-2.9	-8.7
39	Cc1cnc(C(=O)NCc2ccc(F)cc2)cn1	0.2	8.6	-3.1	-4.2	5.5
40	S=C(Nc1ccccc1)Nc1ccccc1Br	-3.6	-2.4	i	-1.5	-11.0
41	CCc1cccc(NC(=O)c2ccc(Cn3nc(C)cc3C)o2)c1	2.4	12.0	-0.2	-3.7	8.5
42	CN(C)c1cc[n+](CC(=O)N2CCCc3ccccc32)cc1	0.2	8.3	-0.4	-3.4	0.3
43	CCc1noc(C)c1C(=O)N1CCC(CCC(=O)Nc2cccc(OC)c2)CC1	-2.3	1.7	-0.7	-2.6	4.1
44	Cc1cc(C)nc(N2CCC(C(=O)NCc3ccccc3F)CC2)n1	5.3	6.4	-0.1	-2.5	-2.2
45	Cc1cc2c(cc1C)NC1(C(=O)Nc3ccccc31)C1=C(CC(C)(C)CC1=O)N2 (configuration not stated)	0.1	-2.9	0.9	-0.1	28.9
46	CC1CN(S(=O)(=O)c2ccccc2)C(C)CN1S(=O)(=O)c1ccccc1 (configuration not stated)	.	5.7	-0.5	-1.2	0.0
47	COc1ccc(-c2nnc(SCC(=O)NNC(=O)Cc3ccccc3)n2C)cc1OC	-1.8	2.6	-0.2	-2.2	-1.9
48	O=C(Nc1ccccc1Oc1ccccc1)c1ccccc1F	-0.4	0.8	-0.2	-2.4	-1.4

nr	PfHsp40 yeast	FBA Mtb inh	TcdB GH inh	Mtb BioA inh
37	1.7	10.6	-0.1	-1.8
38	-1.1	0.7	0.7	-1.8
39	0.8	-2.8	1.1	-0.8
40	1.0	0.8	0.5	-0.3
41	0.0	-0.2	.	.
42	0.3	-1.9	0.4	.
43	-0.2	0.2	1.4	0.2
44	0.0	2.3	0.3	.
45	0.9	0.9	.	0.4
46	-1.1	4.2	.	-2.5
47	0.7	1.7	1.8	.
48	-0.7	-3.7	.	.

Screening data: PubChem BioAssay, several laboratories
